AmpC detergent: AmpC beta-lactamase inhibition with detergent present; Potency, µM (series often up to 114 µM), without a hit: top-dose activity change, negative = inhibition, most hits filed as inhibitors; AmpC hydrolysis of nitrocefin, absorbance 480 nm, 0.01% Triton; P00811; AID 485294; hit rate 0.041% among 370,000;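 also: potency is read from the fitted curve at half-maximal effect; 0% = no-compound wells and -100% = no-enzyme wells; nearly all actives have a fitted effect of over 25% in size; some results filed as inactive show a strong effect at the top dose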
Target sequence (P00811 whole entry, looked up): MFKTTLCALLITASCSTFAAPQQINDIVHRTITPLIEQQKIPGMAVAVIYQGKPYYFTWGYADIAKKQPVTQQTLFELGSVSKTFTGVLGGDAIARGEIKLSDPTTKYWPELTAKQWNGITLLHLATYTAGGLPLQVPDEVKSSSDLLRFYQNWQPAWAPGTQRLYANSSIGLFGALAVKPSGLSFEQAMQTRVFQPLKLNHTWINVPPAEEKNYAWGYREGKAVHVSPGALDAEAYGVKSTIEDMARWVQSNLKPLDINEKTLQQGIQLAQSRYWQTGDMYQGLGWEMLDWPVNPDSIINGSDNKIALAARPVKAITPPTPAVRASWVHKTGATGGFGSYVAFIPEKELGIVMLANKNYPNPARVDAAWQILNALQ
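20 mM phosphate pH 7.0 + 0.01% (detergent screen) or 0.0001% Triton X-100; 5.3 nM AmpC reagent; cpd preinc 15 min RT; nitrocefin (800 uM stock) to start; A480 q20 s × 4 min; Activity was normalised to no-enzyme and no-compound control wells.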
AMA1 RON2 block: inhibitors of Plasmodium falciparum AMA1-RON2 interaction | Potency, µM (titrated, usually from 58.2 µM), inactives show top-dose activity change, negative = inhibition, usual class: inhibitors | hit rate 0.2% among 360,000 | AlphaScreen AMA1-biotinylated RON2 peptide binding;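 also: potency is read from the fitted curve at half-maximal effect; 0% = vehicle wells and -100% = peptide control; nearly all actives have a fitted effect of over 45% in size; some results filed as inactive show a strong effect at the top dose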
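AMA1 (3D7) with his tag at 25 nM final met compounds first, then biotinylated RON2 peptide at 25 nM; detection used donor plus acceptor beads, 10 µg/mL apiece, read by AlphaScreen after 30 min at room temperature.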
Sm TGR inh: S. mansoni TGR enzyme inhibition | purified TGR, DTNB reduction, TNB absorbance 405 nm | Potency, µM (series often up to 114 µM), inactives show at the top dose activity change, negative = inhibition, usual class: inhibitors | hit rate 3% among 360,000 | AID 485364; also: potency is read from the fitted curve at half-maximal effect; nearly all actives have a fitted effect of over 60% in size
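TGR 20 nM + NADPH 100 uM (dispensed conc.), cpd preinc 15 min RT; start with NADPH (500 uM addition) then DTNB (15 mM addition). Kinetic TNB absorbance, 405 nm filter. Four-parameter Hill fit across titration.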
LmPK inhibitor: LmPK (Leishmania mexicana) enzyme inhibition; hit rate 0.37% among 290,000; Q27686; AID 1721; Potency, µM (titrated, usually from 57.5 µM), for the others: at the highest dose activity change, negative = inhibition, most hits filed as inhibitors; purified LmPK, Kinase-Glo ATP luminescence, 1 h; also: potency is read from the fitted curve at half-maximal effect
Target sequence (Q27686 whole entry, looked up): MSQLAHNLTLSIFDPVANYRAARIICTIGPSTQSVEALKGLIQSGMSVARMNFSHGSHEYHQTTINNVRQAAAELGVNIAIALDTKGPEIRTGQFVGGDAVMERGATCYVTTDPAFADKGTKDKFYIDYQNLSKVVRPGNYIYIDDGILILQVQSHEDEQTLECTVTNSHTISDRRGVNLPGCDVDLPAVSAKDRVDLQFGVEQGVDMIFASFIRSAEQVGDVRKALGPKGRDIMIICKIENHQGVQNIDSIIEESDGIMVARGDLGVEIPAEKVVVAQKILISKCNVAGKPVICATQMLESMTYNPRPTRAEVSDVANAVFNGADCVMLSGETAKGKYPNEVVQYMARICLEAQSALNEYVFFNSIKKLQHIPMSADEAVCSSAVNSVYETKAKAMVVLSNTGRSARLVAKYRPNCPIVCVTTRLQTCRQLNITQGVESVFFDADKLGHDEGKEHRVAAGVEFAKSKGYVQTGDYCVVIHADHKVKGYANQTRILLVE
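In 50 mM imidazole pH 7.2 with 7 mM MgCl2, LmPK (0.1 nM) turned over PEP (0.5 mM) and ADP (0.1 mM) for 1 h at room temperature. Luciferase read-out of ATP.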
HCMV inh: blocks human cytomegalovirus replication | hit rate 4.5% among 410,000 | activity change, negative = inhibition, % at 57.5 µM | HFF cells, HCMV-luciferase reporter, 72 h; stronger effect = lower value; in the data active = activity change below about -60%; inconclusive = no clear call, values can overlap the other calls; inactive = above about -39%
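Luciferase read-out from HCMV-luciferase-infected HFFs (MOI 1 PFU/cell) 72 h post infection at 37C; compounds added after 16 h cell attachment; activity normalized between buffer-only basal and Salinomycin (10uM) inhibitor controls.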
AmpC inh no detg: AmpC beta-lactamase inhibition without detergent; Potency, µM (series often up to 57.1 µM), without a hit: top-dose activity change, negative = inhibition, usual class: inhibitors; hit rate 0.52% among 330,000; AmpC nitrocefin hydrolysis, absorbance 480 nm, 0.0001% Triton; P00811;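 also: potency is read from the fitted curve at half-maximal effect; plate controls were no compound for no effect and no enzyme for full effect; nearly all actives have a fitted effect of over 20% in size; some results filed as inactive show a strong effect at the top dose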
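AmpC (5.3 nM in the dispensed reagent) in 20 mM phosphate pH 7.0 with 0.01% (detergent screen) or 0.0001% Triton X-100 was preincubated with compounds for 15 min at room temperature. Nitrocefin was then added from an 800 uM solution, and hydrolysis was followed at 480 nm.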
Tb PYK inh: inhibitors of Trypanosoma brucei pyruvate kinase. Potency, µM (top dose mostly 76.8 µM), inactives show at the highest dose activity, negative = inhibition, actives largely listed as inhibitors. TbPYK enzyme, Kinase-Glo Plus ATP luminescence, 45 min. hit rate 0.12% among 410,000. Q57TT1; also: potency is read from the fitted curve at half-maximal effect; nearly all actives have a fitted effect of over 50% in size
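Enzyme and substrate buffer are dispensed first and compound is pin-transferred. ADP at 130 uM final then starts the reaction, which runs 45 min at room temperature. Detection reagent is added for 10 min before luminescence is imaged.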
* hit, by the source's call; ? = inconclusive; · = no result given; & = joins results of further samples; [ ] = remark or other dose. Unless noted, calls follow the shape of the dose curve; as a rule, active = well fitted curve in the direction sought with a large enough effect; inconclusive = small, poorly fitted or top-dose-only effect, or another doubt; inactive = no such curve, though single readings can be large; an effect the other way counts as inactive or inconclusive. Unless noted, % is scaled to controls: 0 for no effect and ±100 for the full control effect. An unsorted share of the library. Share with any hit: about 7.4%.

1) COc1ccc(CNC(=O)CSc2nnc3c(Cl)cc(C(F)(F)F)cn23)cc1OC
2) COc1ccc(N2CCN(c3oc(COc4ccccc4Cl)nc3C#N)CC2)cc1
3) Cc1ccc(NC(=O)CS(=O)(=O)c2cn(C)c3ccccc23)c(C)c1
4) CCOC(=O)Cc1csc(NC(=O)CCc2ccc(S(=O)(=O)N3CCOCC3)cc2)n1
5) O=C1c2[nH]c3ccccc3c2CC1N1C(=O)c2ccccc2C1=O (stereo not drawn)
6) CC12CCC(=O)N1C(C(=O)Nc1nnc(SCc3ccccc3F)s1)CS2 (stereo not drawn)
7) C=CCn1c(=O)c2ccccc2n2c(SCC(=O)NC(C)C)nnc12
8) CN(C)CCC(Oc1ccccc1OCc1ccccc1)c1ccccc1 (stereo not drawn)
assay / compound	1	2	3	4	5	6	7	8
AMA1 RON2 block	3%	?	2%	1%	-5%	3%	7%	-18%
HCMV inh	-7	-13	69	26	-28	20	70	-34
Sm TGR inh	-10%	-6%	23%	-22%	·	5%	2%	·
Tb PYK inh	-7%	2%	-3%	3%	2%	-8%	-10%	3%
LmPK inhibitor	-2%	-1%	1%	-2%	·	?	-2%	·
AmpC inh no detg	-13%	·	-7%	1%	·	-15%	-13%	·
AmpC detergent	-9%	-6%	4%	?	·	2%	6%	·

Single records (already shown):
C=CCn1c(=O)c2ccccc2n2c(SCC(=O)NC(C)C)nnc12 reads AMA1 RON2 block = 7%; HCMV inh = 70; Sm TGR inh = 2%; Tb PYK inh = -10%; LmPK inhibitor = -2%; AmpC inh no detg = -13%; AmpC detergent = 6%
CN(C)CCC(Oc1ccccc1OCc1ccccc1)c1ccccc1 (stereo not drawn) reads AMA1 RON2 block = -18%; HCMV inh = -34; Sm TGR inh = ·; Tb PYK inh = 3%; LmPK inhibitor = ·; AmpC inh no detg = ·; AmpC detergent = ·
O=C1c2[nH]c3ccccc3c2CC1N1C(=O)c2ccccc2C1=O (stereo not drawn) reads AMA1 RON2 block = -5%; HCMV inh = -28; Sm TGR inh = ·; Tb PYK inh = 2%; LmPK inhibitor = ·; AmpC inh no detg = ·; AmpC detergent = ·

Continued.
9) O=C(Nc1ccc2oc(-c3cccnc3)nc2c1)c1ccc([N+](=O)[O-])o1
10) O=C(NCc1n[nH]c(=S)n1-c1ccc(F)cc1)c1ccc(S(=O)(=O)N2CCCCC2)cc1
11) COc1cccc(CNC(=O)c2ccc(CNS(=O)(=O)c3ccc(C)cc3)cc2)c1
12) COc1cc(C(=O)Nc2ccccn2)cc(OC)c1OC
13) CN1CCN(C(c2ccc(Cl)cc2)c2cc(Cl)c3cccnc3c2O)CC1 (stereo not drawn)
14) CCOCCCNC(=O)C(c1ccc(OC)cc1)N(Cc1ccc2c(c1)OCO2)C(=O)c1cnccn1 (stereo not drawn)
15) Cc1noc(C)c1C(=O)Nc1nc(-c2ccc(F)c(F)c2)cs1
16) O=C(NCc1ccccn1)C(C(=O)c1ccc(F)cc1)n1ccccc1=O (stereo not drawn)
assay / compound	9	10	11	12	13	14	15	16
AMA1 RON2 block	7%	14%	·	8%	-10%	2%	2%[11.6 µM]	59%[activator]
HCMV inh	-12	3	29	-25	264	-20	-27	-10
Sm TGR inh	·	-3%	10%	-8%	0.35µM*	3%	0%	-27%
Tb PYK inh	-3%	?	-4%	-2%	21%	1%	1%	-6%
LmPK inhibitor	2%	7%	·	-7%	11%	-4%	·	1%
AmpC inh no detg	-30%	-25%	·	-20%	-2%	93%[activator]	-16%	-12%
AmpC detergent	-12%	1%	-9%	-2%	-6%	4%	-16%	-3%

17) O=C(/C=C/c1ccccc1)NCCS(=O)(=O)N1CCN(c2ccc(F)cc2)CC1
18) CCOC(=O)CSC1=NC(=O)/C(=C\c2ccc(Cl)cc2)S1
19) COc1ccc(C2=CC(=O)CC(c3ccc(F)cc3)C2)cn1 (stereo not drawn)
20) CS(=O)(=O)c1ccc(C2=C(CNC(=O)c3ccncc3)[C@H]3CC[C@@H](C2)N3Cc2ccccc2)cc1
21) COc1ccc(NC(C)(C)c2nnnn2-c2c(C)cccc2C)cc1
22) Cc1ccccc1C(=O)N1CCN(c2ccc(NC(=O)c3cccc(OC(C)C)c3)cc2)CC1
23) O=C(Nc1cc(-c2ccc(Cl)cc2)no1)c1ccc(F)cc1
24) O=C(CN1CCOCC1)Nc1ccc(-c2nc3ccccc3[nH]2)cc1
assay / compound	17	18	19	20	21	22	23	24
AMA1 RON2 block	-12%	-18%	-12%	1%	?	4%	·	1%
HCMV inh	-17	-94*	43	13	-18	-3	2	68
Sm TGR inh	-2%	3.5µM*	·	·	-11%	0%	6%	-2%
Tb PYK inh	0%	-1%	-5%	-4%	-4%	3%	3%	-3%
LmPK inhibitor	·	-10%	·	·	5%	1%	·	-1%
AmpC inh no detg	-7%	-39%	·	·	17%	-19%	·	-11%
AmpC detergent	1%	4%	·	·	-4%	-11%	17%	3%

25) COc1ccccc1CN(C)C(=O)CSc1nnc(C2CC2)n1C1CC1
26) Cc1nc(-c2ccc(S(=O)(=O)Nc3ccccc3C)cc2)co1
27) COc1ccc2c(ccc[n+]2[O-])c1
28) CN(c1ccc(OC(=O)CN2C(=O)NC3(CCCC3)C2=O)cc1)S(=O)(=O)c1ccccc1
29) Cc1ccc(S(=O)(=O)N/N=C/c2cccc([N+](=O)[O-])c2)cc1
30) O=C(Nc1ccc2c(c1)OCCO2)N1CCOCC1
31) Cc1ccc(/C=N\NC(=O)c2ccc(Cn3cc(Br)c([N+](=O)[O-])n3)o2)o1
32) Cc1cc(NCC2CCCCC2)nc2ccccc12
assay / compound	25	26	27	28	29	30	31	32
AMA1 RON2 block	-4%	15%	-1%	27%	-5%	8%	22%	0%
HCMV inh	-4	-3	-34	4	17	98	?	-4
Sm TGR inh	4%	7%	·	-3%	-12%	1%	1%	-3%
Tb PYK inh	-3%	4%	0%	2%	-15%	-3%	7%	0%
LmPK inhibitor	·	2%	·	·	1%	-2%	-1%	-10%
AmpC inh no detg	-7%	-19%	·	?	-32%	-28%	-25%	-39%
AmpC detergent	6%	?	·	-12%	?	1%	1%	-7%

33) COCCOC(=O)C1=C(C)N=C2SCCC(=O)N2C1c1cccs1 (stereo not drawn)
34) COC(=O)c1ccc(NC(=O)CN(c2ccc(OC)cc2)S(C)(=O)=O)cc1
35) O=C(CN1CCCCC1)NNc1nc(-c2ccccc2)c2cc(Br)ccc2n1
36) NC(=O)[C@@H]1CC2(CC(c3cccc(NC(=O)COc4ccc(Cl)cc4)c3)=NO2)CN1C(=O)COc1ccc(Cl)cc1 (stereo partly drawn)
37) Cc1noc(C)c1NC(=O)Nc1cccc2c1O[C@H](CN(C)S(=O)(=O)c1ccc(F)cc1)[C@@H](C)CN([C@H](C)CO)C2=O
38) Cc1cccc(NC(=O)Cn2cnc3c(oc4ccccc43)c2=O)c1
39) CCCCn1c(SCC(N)=O)nnc1-c1ccco1
40) CC(C)(CNC(=S)NCCc1ccccc1)CNC(=S)NCCc1ccccc1
assay / compound	33	34	35	36	37	38	39	40
AMA1 RON2 block	0%	-16%	86%[activator]	-23%	-12%	-11%	13%	56%[activator]
HCMV inh	-27	24	-3	-18	?	-11	103	-93*
Sm TGR inh	-1%[57.1 µM]	-12%	7%	1%	·	-4%	-4%	-1%
Tb PYK inh	-9%	-16%	3%	6%	-1%	-19%	1%	-7%
LmPK inhibitor	-5%	3%	1%	-1%	·	3%	-2%	-1%
AmpC inh no detg	-1%	-39%	-1%	45%	115%[activator]	-15%	-7%	-19%
AmpC detergent	2%	-12%	0%	-3%	·	2%	-9%	1%

41) Cc1ccc(C(=O)O/N=C/C2=C(Cl)c3ccccc3CC2)cc1
42) CC1CC(C)CN(C(=O)C(C)N2CCN(S(=O)(=O)c3ccc(C(F)(F)F)cc3)CC2)C1 (stereo not drawn)
43) CCOC(=O)CSc1nc(C)c2cc(OC)ccc2n1
44) CCCCOc1ccc(/C(O)=C2/C(=O)C(=O)N(CCCOC)C2c2ccncc2)cc1C (stereo not drawn)
45) O=c1oc2ccccc2c(Cl)c1CN1CCCCC1
46) COc1cc(C(=O)Nc2ccccc2OCc2cc(=O)n3cc(C)sc3n2)cc(OC)c1OC
47) Cc1ccnc(SCC(=O)Nc2sc3c(c2C#N)CCCC3)n1
48) CC[C@]12c3[nH]c4ccc(OC)cc4c3CCN1C(=O)C(CC(=O)NCCN1CCOCC1)C[C@@H]2C(=O)N1CCN(C(=O)C2CC2)CC1 (stereo partly drawn)
49) Cc1ccc(CNC(=O)C(=O)NCC2OCCN2S(=O)(=O)c2ccc(Cl)cc2)cc1 (stereo not drawn)
50) CCC1CCCCN1CCCNC(=O)CN1C(=O)CSc2ccc(S(=O)(=O)N3CCC(C)CC3)cc21 (stereo not drawn)
51) CC1CCc2nc(/C(C#N)=C/c3cccnc3)sc2C1 (stereo not drawn)
assay / compound	41	42	43	44	45	46	47	48	49	50	51
AMA1 RON2 block	-8%	-6%	-12%	4%	-2%	·	-3%	4%	-20%	0%	-4%
HCMV inh	-7	5	14	-18	-64*	-5	-39	4	-12	0&-28	33
Sm TGR inh	-2%	·	9%	-1%	4.5µM*	4%	3%	·	·	9%&-5%	-11%
Tb PYK inh	-14%	0%	1%	-4%	-2%	-12%	0%	3%	-5%	2%&0%	-2%
LmPK inhibitor	5%	·	0%	-3%	0%	·	5%	·	·	2%	-1%
AmpC inh no detg	-16%	·	0%	-19%	-14%	·	60%[activator]	48%	·	70%[activator]	10%
AmpC detergent	0%	·	-11%	0%	1%	7%	1%	·	·	8%&10%	3%
